# H9c2 TAG inh = reduces triacylglycerol accumulation in H9c2 cells; Nile Red lipid (TAG) fluorescence; cells loaded with 200 µM oleic acid; inhibition, % at 12.5 µM; 0.66% of 230,000 active; AID 651582;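 active means pattern-corrected inhibition of lipid staining of at least 50% with the nuclear-stain viability signal not falling by more than 50%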;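 further: 0% = DMSO wells and 100% = triacsin C control wells; some results filed as inactive read as strong as hits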
# H9c2 TAG inh DAPI viability = recorded beside H9c2 TAG inh, whose call it bears; DAPI nuclei signal change (viability), lower = more cytotoxic, %;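 whole-well DAPI fluorescence read on a plate reader as a viability signal; minus 50 percent equals half of cells still viable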
# The depositor's hits bear a star. Not all compounds are listed; count on the stated rates, not on these rows.
structure	H9c2 TAG inh DAPI viability	H9c2 TAG inh
Cc1c(NC(=O)c2cccc(NC(=O)COc3cccc(Br)c3)c2)c(=O)n(-c2ccccc2)n1C	3	-5
C=CCN1C(=O)/C(=C/c2ccc(OC(C)=O)c(OCC)c2[N+](=O)[O-])SC1=S	0	-14
CC1CCCC(C)N1/N=C/c1ccccc1OC(F)F (configuration not stated)	0	7
C=CCn1c(SCC(=O)Nc2nnc(CC)s2)nnc1-c1ccco1	1	-4
c1ccc(-c2cc3nc(NCc4ccc5c(c4)OCO5)ccn3n2)cc1	9	-10
COc1ccc(CN2CCN(Cc3ccon3)CC2CCO)c(C)c1C (configuration not stated)	-2	-11
COC(C[C@@H](O)C[C@@H](O)[C@H](C)OCc1ccccc1)OC	9	-1
COC(=O)CSc1nc(N2CCOCC2)c2c(c1C#N)CCCC2	4	0
O=C(CNC(=O)c1ccc(Br)o1)NCc1ccc(Cl)cc1	1	-11
O=C(c1ccc(N2C(=O)CCC2=O)cc1)N1CCCSC1=Nc1ccccc1	-8	-25
FC(F)(F)c1ccccc1C1=CC(c2ccccc2)n2ncnc2N1 (configuration not stated)	-5	-33
Cc1ccc(Oc2ccc(C(F)(F)F)cc2[N+](=O)[O-])c([N+](=O)[O-])n1	1	3
CN1C(=O)C(C)(C)c2cc(S(=O)(=O)N3CCCCCC3)ccc21	-8	-11
O=C(Cn1cnc2cc([N+](=O)[O-])ccc2c1=O)N1CCN(S(=O)(=O)c2ccccc2)CC1	-5	15
CCN(CC)C(=O)COc1ccc(/C=N/NC(=O)c2cc(-c3ccccc3OC)nc3ccccc23)cc1OC	14	-21
CCNc1nc(NCC)nc(N(C)n2cnnc2)n1	11	-19
Cc1cc(C)cc(NC(=O)NCc2ccccn2)c1	8	-29
CCOc1ccc(N2C(=O)c3ccc(C(=O)OCC(=O)N(CC)C4CCS(=O)(=O)C4)cc3C2=O)cc1 (configuration not stated)	-4	8
CCOc1ccccc1OCCCC(=O)Nc1nc2ccccc2[nH]1	-3	1
C=CCC1(CC=C)CCCN1C(=O)c1cc(COc2ccccc2SC)on1	-2	-18
COc1ccc(Cl)cc1-c1cc(C(=O)NCc2ccc(C(F)(F)F)cc2)[nH]n1	-1	-26
CC(=O)OCC(=O)C1(O)CCC2C3CC(C)C4=CC(=O)C=CC4(C)C3(F)C(O)CC21C (configuration not stated)	5	49
O=C(NCCCN1CCCC1=O)c1cccc(S(=O)(=O)N2CCN(c3ccc(F)cc3)CC2)c1	-2	-40
CC(O)C1C(=O)OC2(C)CC(C)(C)NC(=S)N12 (configuration not stated)	6	-9

# Next part, overlapping the part above by 2 compounds.
structure	H9c2 TAG inh DAPI viability	H9c2 TAG inh
O=C(NCCCN1CCCC1=O)c1cccc(S(=O)(=O)N2CCN(c3ccc(F)cc3)CC2)c1	-2	-40
CC(O)C1C(=O)OC2(C)CC(C)(C)NC(=S)N12 (configuration not stated)	6	-9
COCCCNC(=O)CSc1nc2ccc(N3CCOCC3)cc2c(=O)n1CCc1ccccc1	4	14
O=S1(=O)CC/C(=N\Nc2ccccc2)c2ccsc21	9	3
CCc1ccc(-c2nn(-c3ccccc3)cc2C2SCC(=O)N2Cc2ccco2)cc1 (configuration not stated)	1	44
N#Cc1ccc(CN2CCN(c3ccc(S(=O)(=O)N4CCCC4)cn3)CC2)cc1	8	-17
COCC(C)NC(=O)C1CC(=O)N(CCc2ccc(F)cc2)C1 (configuration not stated)	6	-9
CCOc1ccc(N2C(=O)CC(Sc3nc(-c4cccs4)cc(C(F)(F)F)c3C#N)C2=O)cc1 (configuration not stated)	4	6
CC(C(=O)Nc1ccccn1)N1C(=O)c2ccccc2S1(=O)=O (configuration not stated)	2	-5
CCN1CCN(c2cc(C)c3cc(NC(=O)c4ccc(OC)c(OC)c4)ccc3n2)CC1	-2	27
O=C(c1ccc(Cl)cc1)N1CCc2c([nH]c3ccccc23)C1C(F)(F)F (configuration not stated)	-6	-4
CCOC(=O)Cc1cc(=O)n2[nH]c(C(C)(C)C)cc2n1	-6	9
CCC(C)N1CC(C(=O)NC2CCCCC2)CC1=O (configuration not stated)	11	12
Cc1ccc(NC(=O)CN(C)CC(=O)Nc2c(C)cccc2C)c(Br)c1	-7	25
CCOc1ccccc1N1Cc2cc(C)c(C)cc2C1	-6	-6
CCCCNC(=S)NNC(=O)c1csc(C)c1C	-2	0
COc1cc(C2CC(=O)c3cnc(N)nc3C2)cc(OC)c1OC (configuration not stated)	6	5
Cc1cccc(NC(=S)N(CCc2ccncc2)C(C)C)c1C	-8	9
COc1ccc(CCN(C)C(=O)COc2ccc(N(C)S(=O)(=O)c3ccc(C)cc3)cc2)cc1OC	-1	-9
Cc1ccc(C(=O)NCC(=O)N(C)Cc2ccc(Cl)cc2Cl)s1	1	0
Cc1ccccc1S(=O)(=O)NC(=O)C1(C)CCN1C(=O)Cc1ccc(Cl)cc1Cl (configuration not stated)	-6	12
CCO[C@H]1OC(C(=O)NCc2nc3ccccc3[nH]2)=C[C@@H](c2ccc3c(c2)OCO3)[C@@H]1CCCO	-11	20
O=C(c1ccccc1)C1OC1C(=O)c1ccccc1 (configuration not stated)	-11	8
Clc1ccc(-c2nc(-c3cnccn3)no2)cc1	4	0
COc1ccccc1-n1c(CNC(=O)c2cccc([N+](=O)[O-])c2C)n[nH]c1=S	4	2
CCOc1ccccc1NC(=O)COC(=O)/C=C/c1ccc(OC)c(OC)c1	5	-28
O=C(COc1ccc(F)cc1Cl)Nc1cc(S(=O)(=O)N2CCOCC2)ccc1N1CCCCC1	-1	-24
Cc1sc2ncnc(OCC(=O)Nc3ccc4c(c3)OCCO4)c2c1C	-3	-5
Cc1cc(NC(=O)CSc2c3c(nc4ccccc24)CCC3)no1	-5	2
CC(C)(C)OC(=O)CC[C@@H](C(=O)NCCCCCCCCCCC(=O)N1CCN(C(=O)OC(C)(C)C)CC1)n1cc(CCCCCNC(=O)OC(C)(C)C)nn1	2	-8
c1ccc(Nc2nnc(SCc3cccc4ccccc34)s2)cc1	5	43
Cc1ncc([N+](=O)[O-])n1CC(=O)N/N=C/c1ccc(F)cc1	-8	-1
Cc1cccc(C)c1NC(=S)Nc1ccc(Cl)c(Cl)c1	-2	4
Cc1cc(C)c(NC(=O)CN2C(=O)NC(Cc3ccccc3)C2=O)c(C)c1 (configuration not stated)	0	-10
Cc1cccn2c(=O)c3cc(C(=O)NCc4ccco4)c(=N)n(CCc4ccccc4)c3nc12	21	42
COc1ccccc1NC(=O)CSc1nc2c(sc3ccccc32)c(=O)n1CCN(C)C	8	-11
CCOc1ncccc1C(=O)OCC(=O)Nc1cc(S(=O)(=O)N2CCCCC2)ccc1Cl	-4	-18
CN1CCN(CCCN(Cc2cccs2)C(=S)Nc2ccc(Cl)cc2)CC1	3	1
CC(C)CCN1CCC(CN2C(=O)C(=O)NC[C@@H]2Cc2ccccc2)CC1	2	-4
COCCn1c(=NC(=O)c2ccc(S(=O)(=O)N3CCOCC3)cc2)sc2cc(S(N)(=O)=O)ccc21	-4	0
COc1ccccc1OCC(=O)NNC(=O)c1cnccn1	8	11
CC[C@]12c3[nH]c4ccc(OC)cc4c3CCN1C(=O)C(CC(=O)NCc1cccc(C(F)(F)F)c1)C[C@@H]2C(=O)N1CCN(C(=O)c2ccco2)CC1 (some centres not stated)	-12	10
C/C(=N\N1CCN(C)CC1)c1ccc(Cl)c(Cl)c1	-6	5
COc1ccc(Cl)cc1NC(=O)Cn1c(=O)n2nc(C)nc2c2ccccc21	-14	-7
O=C(CSc1ncnc2nc[nH]c12)Nc1nnc(SCc2ccc(Cl)c(Cl)c2)s1	-2	2
O=C(c1cccc(OC2CCN(Cc3ccc(F)cc3Cl)CC2)c1)N1CCCC1	7	-10
CC(C)NC(=O)NNC(=O)Cn1nnc(-c2cccc(Cl)c2Cl)n1	-2	11
Cc1cccc(C(=O)NNC(=O)c2cc3cc4ccccc4nc3s2)c1	-1	-4
COC(=O)C(NNc1ccccc1C)(NC(=O)c1ccc(F)cc1)C(F)(F)F (configuration not stated)	-11	14
Cc1ccc(-c2nc3ccccc3nc2NN)cc1	-4	30
Brc1ccccc1OCCCCCN1CCOCC1	1	-12
COc1ccc(S(=O)(=O)N2CCN(Cc3cccc([N+](=O)[O-])c3)CC2)cc1	2	0
O=S(=O)(Nc1ccc(-n2cnnn2)cc1)c1cccc(Cl)c1	5	2
CNc1nc(N/N=C/c2cc([N+](=O)[O-])ccc2F)nc(Nc2ccccc2)n1	-11	24
O=C(NCCOC(=O)Nc1cccc2ccccc12)OCc1ccccc1	6	-15
COc1ccc([C@H]2CC(=O)C=C(c3ccc(F)nc3)C2)cc1OC	5	8
Cc1cc(S(=O)(=O)N2CCN(CC(=O)NCCc3cccs3)CC2)ccc1Br	-4	-15
CCN(CC)CCNC(=O)C(=O)Nc1ccc(C(=O)OC)cc1	-8	18

# Following part
structure	H9c2 TAG inh DAPI viability	H9c2 TAG inh
COc1ccc(NC(=O)c2ccc3nc(C)c(N(C)C(=O)CCc4ccccc4)n3c2)cc1OC	-9	-1
CCOc1cc(C(=O)N(C)CC(=O)Nc2cccc(F)c2)ccc1OCC(=O)N1CCOCC1	-6	10
CC1CCC2C(C1)c1sc(=O)[nH]c1SC2(C)C (configuration not stated)	-6	18
CCC(C(=O)OCC(=O)C1(O)CCC2C3CCC4=CC(=O)CCC4(C)C3C(O)CC21C)C(C)C (configuration not stated)	3	26
CCOC(=O)C1CCCN(C(=O)c2cc(Nc3ccc(OC)cc3)nc3ccccc23)C1 (configuration not stated)	3	-62
COc1cc(Cl)c(S(=O)(=O)N2CC(C)OC(C)C2)cc1Cl (configuration not stated)	15	-4
COc1cc(CC(=O)OCC(=O)NCC(C)C)cc(OC)c1OC	-3	2
CC(C)c1nc2scc(-c3ccc(Cl)cc3)c2c(=O)n1N	-3	-7

# Grouped by structure: the entries above with bromine (five)
structure	H9c2 TAG inh DAPI viability	H9c2 TAG inh
Cc1c(NC(=O)c2cccc(NC(=O)COc3cccc(Br)c3)c2)c(=O)n(-c2ccccc2)n1C	3	-5
O=C(CNC(=O)c1ccc(Br)o1)NCc1ccc(Cl)cc1	1	-11
Cc1ccc(NC(=O)CN(C)CC(=O)Nc2c(C)cccc2C)c(Br)c1	-7	25
Brc1ccccc1OCCCCCN1CCOCC1	1	-12
Cc1cc(S(=O)(=O)N2CCN(CC(=O)NCCc3cccs3)CC2)ccc1Br	-4	-15

# Going on with the list.
structure	H9c2 TAG inh DAPI viability	H9c2 TAG inh
COc1ccc(-c2cn(CCC(=O)O)c(-c3ccncc3)n2)cc1	-13	9
COc1ccc(C(CC(=O)O)NC(=O)COc2ccccc2)cc1OC (configuration not stated)	0	-26
CN1C[C@@H]2[C@@H]3C(=O)N(Cc4ccccc4)C(=O)[C@@H]3[C@](Cc3ccccc3)(C1=O)N2C(=O)c1ccc(F)cc1	-3	-9
Cc1cc(C)cc(-n2nnc(C(=O)NCc3ccco3)c2N)c1	-2	11
CSc1nc(N)n(-c2cc(C(F)(F)F)ccn2)n1	0	2
O=S(=O)(c1ccc(F)cc1)c1snnc1-c1ccccc1	-20	-7
N#Cc1cc2c(=O)n3ccccc3nc2n(Cc2cccnc2)c1=O	32	-1
O=C(NC(=S)N1CCCC1)c1ccccc1F	4	10

# One compound at a time, from the list above. Screens in order: H9c2 TAG inh DAPI viability	H9c2 TAG inh
# Results for C=CCn1c(SCC(=O)Nc2nnc(CC)s2)nnc1-c1ccco1 → 1	-4
# Results for O=C(c1ccccc1)C1OC1C(=O)c1ccccc1 (configuration not stated) → -11	8
# Results for CC(C)CCN1CCC(CN2C(=O)C(=O)NC[C@@H]2Cc2ccccc2)CC1 → 2	-4
# Results for Cc1ccc(Oc2ccc(C(F)(F)F)cc2[N+](=O)[O-])c([N+](=O)[O-])n1 → 1	3
# Results for Cc1cccc(NC(=S)N(CCc2ccncc2)C(C)C)c1C → -8	9

# Continuation.
structure	H9c2 TAG inh DAPI viability	H9c2 TAG inh
O=[N+]([O-])c1ccc2c(c1)C(N1CCOCC1)/C(=C/COc1ccc(Cl)cc1Cl)O2 (configuration not stated)	7	-14
Cc1cc(C)c(C(=O)/C=C/C=C/c2ccccc2)c(=O)[nH]1	-5	-20
COc1ccc(NS(=O)(=O)c2ccc(C)c(NC(=O)C3CCCO3)c2)cc1 (configuration not stated)	-11	-6
COC(=O)[C@@H](NC(=O)CCc1nnc(-c2ccsc2)o1)C(C)C	-5	4
CCCCCCCCCCCCCCCC(=O)OCC1OC(n2ccc(N)nc2=O)C(O)C1O (configuration not stated)	-13	25
CCOC(=O)c1sc(=S)n(C)c1N	3	15
COc1ccc(C(=O)O)cc1Nc1cc(C)nc2ncnn12	2	0
COc1ccccc1N1CCN(Cc2nc(N)nc(Nc3ccc(C)cc3)n2)CC1	8	11
CN(CCCC(=O)O)S(=O)(=O)c1ccc2c(c1)C(=O)c1cc(S(=O)(=O)N(C)CCCC(=O)O)ccc1-2	0	-4
Cc1nn2cc(-c3cccc(Cl)c3)cnc2c1Br	-24	25
COc1cccc(C(=O)N2CCC(n3nccc3NC(=O)C3CCOC3)CC2)c1 (configuration not stated)	8	-7
OCc1nc2ccccc2n1C/C=C/c1ccccc1	-5	14
C[N+](C)(C)CCCCCCCCCC[N+](C)(C)C	2	-19
Cc1cc(C)nc(SCC(=O)N/N=C/C=C/c2ccccc2)n1	-1	-4
O=C(Nc1ccc(Cl)cc1)Nc1ccc(C(=O)N2CCOCC2)cc1	15	-2
Nc1nc2c(F)c(F)c(F)cc2s1	-1	-5
COc1ccc(C(=O)N2CCCCC2c2cc(C(=O)NCc3ccc(F)cc3)no2)cc1 (configuration not stated)	-89	100
